# Compound activity (PubChem BioAssay)
# ELG1 repair inh – blocks ELG1-dependent DNA repair in HEK293T cells. HEK293T ELG1-luciferase reporter, luminescence, 16 h; DNA damage induced by 5-fluorouridine. Potency, µM (top dose mostly 46.1 µM), for the others: at the highest dose activity change, negative = inhibition, most hits filed as inhibitors. 330,000 tested, 2.3% active; further: potency means the concentration at half of the fitted maximal effect; on the % scale 0 is the no-effect control and ±100 the full control effect; nearly all actives have a fitted effect of over 55% in size
#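 Reporter activity after DNA damage by 5-fluorouridine is monitored. Compound-treated cells incubate 16 hr at 37 °C, then ONE-Glo is added for 30 min before luminescence reading.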
# VP16 counter – inhibits Gal4-VP16 luciferase reporter, ROR gamma counter-screen; Drosophila S2 Gal4-VP16 UAS-luciferase, luminescence, 20 h; 310,000 tested, 3.5% active; Potency, µM (doses to about 53.6 µM), for the others: at the highest dose activity, negative = inhibition, usual class: inhibitors; AID 2546;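 further: Gal4-VP16 expression switched on by copper sulfate through the metallothionein promoter; potency means the concentration at half of the fitted maximal effect; on the % scale 0 is the no-effect control and ±100 the full control effect; nearly all actives have a fitted effect of over 50% in size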
# NPC1 promoter act – activators of NPC1 promoter | Huh7 NPC1 promoter luciferase reporter, 24 h | 320,000 tested, 2.4% active | Potency, µM (top dose mostly 9.22 µM), for inactives: top-dose activation, hits mostly activators;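 further: potency means the concentration at half of the fitted maximal effect; % of control where 0% means no effect; nearly all actives have a fitted effect of over 60% in size; reporter is driven by a mutant NPC1 promoter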
#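 Huh7 cells stably carrying NPC1 promoter–luciferase, plated in Opti-MEM with 10% FBS for 2 h, were exposed to compound in DMSO for 24 h at 37 °C; luciferase reagent was added for 10 min and luminescence read.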
# RORg inh – blocks mouse ROR gamma transcriptional activity | 310,000 tested, 5.4% active | Potency, µM (titrated, usually from 53.6 µM), for inactives: at the top dose activity change, negative = inhibition, hits mostly inhibitors | Drosophila S2 Gal4-RORgamma UAS-luciferase reporter, 20 h; further: potency means the concentration at half of the fitted maximal effect; on the % scale 0 is the no-effect control and ±100 the full control effect; nearly all actives have a fitted effect of over 60% in size
#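 Compounds are pin-transferred onto Drosophila Schneider cells expressing a copper-inducible Gal4–ROR gamma transactivation domain fusion. After 1 hr, copper sulfate is added to 700 uM final; luciferase is read 20 hr later.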
# KCNH2 3.1 block – blocks the human KCNH2 3.1 channel isoform; U2OS KCNH2 3.1, thallium flux FluxOr; hits give low values; 340,000 tested, 0.95% active; activity change, % (tested at about 1.8 µM);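 active means maximum activity change below -70%; inconclusive means maximum activity change from -70% to -50%; inactive means maximum activity change above -50%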;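 further: thallium influx rate constant from kinetic fluorescence after stimulation buffer; on the % scale 0 is the no-effect control and ±100 the full control effect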
#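 We transduce U2OS cells with the mutant 3.1 virus, culture them overnight, load FluxOr with Red40 quencher for 45 min, then add stimulation buffer and read kinetically for 2 min to derive a normalized rate constant.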
# FLuc modulator – inhibits or activates purified firefly luciferase, miR-21 counter-screen; P08659; Potency, µM (top dose mostly 57.5 µM), for the others: at the top dose activity change, negative = inhibition, actives largely listed as inhibitors; purified FLuc, Km substrates, luminescence inhibition; AID 588342; 360,000 tested, 6.9% active;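 further: potency means the concentration at half of the fitted maximal effect; plate controls were vehicle for no effect and reference inhibitor for full effect; nearly all actives have a fitted effect of over 55% in size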
#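 Biochemical qHTS of compounds, final roughly 60 µM downward over six points, against 10 nM purified firefly luciferase using Km concentrations of substrates (10 uM D-luciferin, 10 uM ATP) in Tris acetate pH 7.5 buffer; luminescence output.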
# Mito fusion act – inhibitors of mitochondrial division or activators of mitochondrial fusion. S. cerevisiae fusion-defective mutant growth rescue, CellTiterGlo 48 h. Potency, µM (doses to about 46.1 µM), for inactives: at the top dose growth rescue (activation), most hits filed as activators. 320,000 tested, 0.23% active. AID 485298;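 further: potency means the concentration at half of the fitted maximal effect; % of control where 0% means no effect; nearly all actives have a fitted effect of over 45% in size; temperature-sensitive fusion mutants such as fzo1-1 at 37 °C on non-fermentable ethanol glycerol medium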
#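 Luminescent cell viability in 1536-well qHTS format served as the measure of rescued growth in ts fusion-mutant S. cerevisiae cultured on non-fermentable YPEG for 48 hours at 37C.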
# PKM2 activator – activators of human pyruvate kinase M2 | P14618 | purified PKM2, Kinase-Glo ATP luminescence, activation; response scale: 0% is enzyme alone, no compound | Potency, µM (highest dose often 57.5 µM), for the others: top-dose activation, actives largely listed as activators | 260,000 tested, 0.34% active | AID 1631; further: potency means the concentration at half of the fitted maximal effect; on the % scale 0 is the no-effect control and ±100 the full control effect; nearly all actives have a fitted effect of over 55% in size
# Target sequence (P14618 whole entry, looked up): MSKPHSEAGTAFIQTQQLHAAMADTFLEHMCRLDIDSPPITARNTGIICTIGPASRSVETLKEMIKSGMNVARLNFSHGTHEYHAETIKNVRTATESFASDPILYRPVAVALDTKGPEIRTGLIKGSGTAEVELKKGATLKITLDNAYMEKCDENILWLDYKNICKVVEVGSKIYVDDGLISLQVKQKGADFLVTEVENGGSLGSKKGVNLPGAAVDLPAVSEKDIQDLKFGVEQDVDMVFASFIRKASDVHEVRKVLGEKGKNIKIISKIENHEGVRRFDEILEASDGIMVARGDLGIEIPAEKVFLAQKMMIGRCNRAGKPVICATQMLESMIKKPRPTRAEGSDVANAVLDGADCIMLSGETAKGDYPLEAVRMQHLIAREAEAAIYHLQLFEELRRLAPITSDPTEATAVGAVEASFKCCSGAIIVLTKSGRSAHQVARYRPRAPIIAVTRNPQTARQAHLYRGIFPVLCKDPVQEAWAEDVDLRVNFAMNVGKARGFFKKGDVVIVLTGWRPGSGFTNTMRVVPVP
#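 Purified hPK-M2 (>95% pure) converted ADP (0.1 mM final) to ATP with 0.5 mM PEP in 50 mM imidazole pH7.2, KCl, MgCl2, Tween 20, BSA; 1 h at room temperature. ATP detected by Kinase-Glo luminescence.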
# Rab9 promoter act – activates the Rab9 promoter | AID 485297 | Huh7 Rab9 promoter-luciferase reporter, luminescence, 24 h | 320,000 tested, 2.8% active | Potency, µM (titrated, usually from 9.22 µM), without a hit: top-dose activation, negative = inhibition, hits mostly activators; further: potency means the concentration at half of the fitted maximal effect; % of control where 0% means no effect; nearly all actives have a fitted effect of over 60% in size
#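 Huh7 cells stably carrying a Rab9 promoter-luciferase reporter, 1500 cells per well in OP-MEM I with 10% FBS, treated with compound 24 hours at 37C. Luciferase activity read by luminescence after 10 minutes with Amplite reagent.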
# Menin MLL FP TR – inhibitors of human menin-MLL interaction, mutant MLL peptide; O00255; Menin + Texas Red MLL mutant peptide, fluorescence polarization; Potency, µM (series often up to 61.6 µM), for inactives: top-dose FP activity change, negative = inhibition, most hits filed as inhibitors; 270,000 tested, 0.23% active; active means well fitted inhibition curve with a large enough effect in the polarisation, with a control signal flat, not every such curve was filed as active; inconclusive means small, poorly fitted or top-dose-only effect, or effect the other way, or a change in a side signal; inactive means no such curve, though single readings can be large or run the other way; the % refers to the polarisation; further: potency means the concentration at half of the fitted maximal effect; % of control where 0% means no effect; many of its hits are not listed in these tables
# Target sequence (O00255 whole entry, looked up): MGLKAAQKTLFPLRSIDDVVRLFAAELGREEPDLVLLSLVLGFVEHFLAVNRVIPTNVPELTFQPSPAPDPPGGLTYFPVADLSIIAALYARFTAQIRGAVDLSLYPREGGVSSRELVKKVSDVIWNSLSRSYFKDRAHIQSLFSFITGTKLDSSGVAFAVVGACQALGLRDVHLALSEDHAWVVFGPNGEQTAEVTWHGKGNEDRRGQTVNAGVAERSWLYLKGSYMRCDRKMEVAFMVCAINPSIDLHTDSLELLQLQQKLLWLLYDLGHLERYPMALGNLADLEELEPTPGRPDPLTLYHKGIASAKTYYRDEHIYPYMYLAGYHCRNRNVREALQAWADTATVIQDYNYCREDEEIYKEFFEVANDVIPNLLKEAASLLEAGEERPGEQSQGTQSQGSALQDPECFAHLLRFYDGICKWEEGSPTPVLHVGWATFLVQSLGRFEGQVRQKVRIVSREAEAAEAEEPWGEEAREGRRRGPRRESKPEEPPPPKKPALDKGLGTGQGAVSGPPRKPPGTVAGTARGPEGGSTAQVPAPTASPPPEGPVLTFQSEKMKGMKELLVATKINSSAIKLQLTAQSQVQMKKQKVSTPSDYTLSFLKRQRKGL
# MBNL1-CUG inh – blocks human MBNL1 binding to CUG repeat RNA; 280,000 tested, 0.036% active; Potency, µM (top dose mostly 57.5 µM), for inactives: at the highest dose activity change, negative = inhibition, hits mostly inhibitors; Q9NR56; AID 2675; TR-FRET MBNL1-His/biotin-(CUG)12 binding, 665/545 ratio; active means well fitted inhibition curve with a large enough effect in the signal ratio, with a control signal flat, not every such curve was filed as active; inconclusive means small, poorly fitted or top-dose-only effect, or effect the other way, or a change in a side signal; inactive means no such curve, though single readings can be large or run the other way; the % refers to the signal ratio; further: potency means the concentration at half of the fitted maximal effect; on the % scale 0 is the no-effect control and ±100 the full control effect
#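 MBNL1-His + Biotin-(CUG)12, cpd titration 92 nM–58 uM; Tb anti-His Ab 0.055 ng/ul, SA-XL665 5 nM (final); 60 min RT; ratiometric 665/545 nm, Ex 340 nm; normalized to buffer and full-complex controls.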
# * hit, by the source's call; ? = inconclusive; . = not tested or not shown; & = joins results of further samples; [ ] = dose if it differs, or a comment. Unless noted, the call rests on the fitted dose curve; in most records, active means well fitted curve in the direction sought with a large enough effect; inconclusive means small, poorly fitted or top-dose-only effect, or another doubt; inactive means no such curve, though single readings can be large; an effect the other way counts as inactive or inconclusive. Only part of the results is shown (hit frequency here may not be typical).
SMILES,ELG1 repair inh,VP16 counter,NPC1 promoter act,RORg inh,KCNH2 3.1 block,FLuc modulator,Mito fusion act,PKM2 activator,Rab9 promoter act,Menin MLL FP TR,MBNL1-CUG inh
CN(CC(=O)Nc1ccc(F)cc1)C(=O)COC(=O)CCN1C(=O)C2CC=CCC2C1=O (stereo not given),10%,-2%,2%,-38%,13,6%,1%,-5%,17%,.,-8%
CCOc1ccccc1N1CCN(C(=O)c2ccc3[nH]c(C)c(C)c3c2)CC1,-5%,4%,-31%[inhibitor],30%,5,0%,25%,.,-18%,-14%,2%
CC(C)CCNC(=O)c1cccnc1Sc1ccccc1,-1%,1%,-2%,8%,6,2%,-5%,-6%,-2%,-10%,.
CCCc1nn2c(=O)cc(CSCC(=O)Nc3ccccc3)nc2s1,6%,0%,2%,-11%,5,3%,-5%,.,0%,.,-8%
COc1ccc2c(c1)CCc1c(C(=O)Nc3ccc(OC)c(OC)c3)noc1-2,10%,?,11%,1.4µM*,-7,2.4µM*,-3%,-5%,16%,32%[activator],2%
COc1ccc(NC(C)=O)cc1S(=O)(=O)N1CCc2ccccc21,?,2%,-9%,-23%,-3,2%,22%,13%,-5%,-5%,2%
O=c1cc(-c2ccc(O)c(O)c2)oc2ccc3ccccc3c12,?,.,?,.,4,2.4µM*,17%,.,17%,.,.
Cc1cccc(C)c1NC(=O)CSc1nnnn1C,9%,-3%,0%,-9%,-3,4%,1%,-4%,1%,6%,-7%
O=C(O)c1ccccc1S(=O)(=O)Cc1ccccc1,?,-3%,0%,1%,6,-3%,2%,1%,1%,12%,-2%
COc1ccc2sc(-c3ccc(N(C)C)cc3)c(C#CCCO)c2c1,-26%,.,5%,.,11,?,?,.,-8%,.,.
Cc1cc(-c2cc(N)n(-c3ccccc3)n2)c(C)n1C1CCCC1,?,25%,3.5µM*,20%,5,6µM*,-1%,2%,1.6µM*,-7%,2%
Cc1cc(=O)[nH]c(NCc2ccc(Cl)cc2)n1,-3%,6%,0%,14%,7,10%,-1%,6%,-4%,-2%,-4%
O=C/C=C/c1c(-c2ccccc2)cc2oc3ccccc3cc1-2,-2%,?,?,?,-16,?,-17%,.,25%,?,-5%
CC(C)CCNC(=O)c1ccc2c(c1)N(C)C(=O)c1ccccc1S2,-5%,0%,1%,23%,-8,1%&-3%,7%,.,-1%,2%,-7%
CS(=O)(=O)NCCCNc1c(Cl)cccc1[N+](=O)[O-],15%,17%,2%,?,-30,0%,-2%,-1%,-8%,.,?
O=C(c1nn(-c2ccccc2)c(=O)c2ccccc12)N1CCN(c2ccccn2)CC1,-19%,0%,0%,30%,-18,2%,3%,-12%,-4%,-28%,2%
COc1ccc(F)cc1C(=O)C1CCCN(Cc2cnc(N3CCCC3)s2)C1 (stereo not given),?,10%,1%,-10%,5,0%,-3%,-3%,2%,?,?
O=C(CSc1nc(=O)n(CCCN2CCOCC2)c2c1CCCC2)Nc1cccc(F)c1,-2%,.,1%,.,3,2%,-4%,.,3%,.,.
COc1ccc(Cc2nnc(SCC(=O)Nc3ccc(C)c(Cl)c3)[nH]c2=O)cc1,6%,.,-1%,.,0,?,-7%,.,1%,.,.
O=C(Nc1ccnn1C1CCN(CCCC2CCCC2)CC1)c1ccccc1,7%,0%,-1%,-11%,13,0%,-14%,-3%,1%,-27%,-9%
COC(=O)c1sc(C(F)(F)F)c(-c2ccccc2)c1S(=O)(=O)N(C)C,-15%,-1%,-5%,8%,9,0%,1%,3%,-1%,.,.
Cc1cc(C(=O)COC(=O)c2n[nH]c(=O)c3ccccc23)c(C)n1C(C)C,?,.,27%,.,-18,1.7µM*,-9%,.,?,.,.
O=C(O)C(Cc1c[nH]c2ccccc12)NS(=O)(=O)c1ccccc1 (stereo not given),14%,-5%,0%,-6%,-15,0%,0%,-3%,-3%,-6%,0%
COc1ccc(S(=O)(=O)Cc2ccc(C(=O)NC3CCCCCC3)o2)cc1,.,3%,-8%,21%,-11,0%,-2%,.,0%,.,6%

# Some of these compounds in order of their number in Menin MLL FP TR, smallest number first:
molecule,Menin MLL FP TR
O=C(c1nn(-c2ccccc2)c(=O)c2ccccc12)N1CCN(c2ccccn2)CC1,-28%
O=C(Nc1ccnn1C1CCN(CCCC2CCCC2)CC1)c1ccccc1,-27%
O=C(O)C(Cc1c[nH]c2ccccc12)NS(=O)(=O)c1ccccc1 (stereo not given),-6%
CC(C)CCNC(=O)c1ccc2c(c1)N(C)C(=O)c1ccccc1S2,2%

# Pulled one by one from the entries so far, two records:
SMILES,ELG1 repair inh,VP16 counter,NPC1 promoter act,RORg inh,KCNH2 3.1 block,FLuc modulator,Mito fusion act,PKM2 activator,Rab9 promoter act,Menin MLL FP TR,MBNL1-CUG inh
COC(=O)c1sc(C(F)(F)F)c(-c2ccccc2)c1S(=O)(=O)N(C)C,-15%,-1%,-5%,8%,9,0%,1%,3%,-1%,.,.
COc1ccc(F)cc1C(=O)C1CCCN(Cc2cnc(N3CCCC3)s2)C1 (stereo not given),?,10%,1%,-10%,5,0%,-3%,-3%,2%,?,?

# Structures listed above that bear a hit mark in Rab9 promoter act:
canonical_smiles,NPC1 promoter act,RORg inh,PKM2 activator,Rab9 promoter act,Menin MLL FP TR
Cc1cc(-c2cc(N)n(-c3ccccc3)n2)c(C)n1C1CCCC1,3.5µM*,20%,2%,1.6µM*,-7%

# Continuation.
SMILES,ELG1 repair inh,VP16 counter,NPC1 promoter act,RORg inh,KCNH2 3.1 block,FLuc modulator,Mito fusion act,PKM2 activator,Rab9 promoter act,Menin MLL FP TR,MBNL1-CUG inh
COc1cccc(CN(CC(=O)NC2CCCC2)C(=O)CCC(=O)Nc2cc(C)on2)c1,0%,-3%,1%,-7%,6,7%,-5%,3%,-1%,-1%,-2%
CN(C)C(=O)C12CCC(C)(c3nc4ccccc4nc31)C2(C)C (stereo not given),2%,11%,-1%,1%[0.365 µM],2,8%,12%,-7%,-1%,-12%,-2%
CC(=O)Nc1ccc(C(=O)OCc2ccc(F)cc2)cc1,-3%,1%,8%,7%,-16,?,?,-4%,-3%,17%,-4%
CCOc1[nH]n(-c2ccccc2)c(=O)c1C=Nc1ccc(F)cc1F,-1%,-11%,-6%,-5%,3,-8%,-2%,-1%,0%,-3%,-4%
CC(C)(C)c1ccc(/C=C2\CCn3c2nc2cc(C(=O)O)ccc2c3=O)cc1,21%,-5%,-2%,?,-2,-5%,18%,.,-4%,0%,4%
CCc1ccc(Nc2n[n+](-c3ccccc3)c(-c3ccc(SC)cc3)s2)cc1,-5%,-1%,1%,8%,-15,-14%,-5%,-6%,-6%,-27%,101%[activator]
COc1ccc(OC)c(N)c1,-12%,3%,-3%,?,13,1%,-1%,-1%,18%,25µM*,-4%
Cc1ccc(-c2nnc(N3CCCCCC3)c3ccccc23)cc1,-3%,?,15%,?,-15,19µM*,0%,7%,9%,-19%,3%
CC(C)(C)[C@@H]1C=C(C(=O)NCc2ccccc2)O[C@H](OCc2ccc(CO)cc2)C1,?,1%,-3%,21%,25,0%,8%,-2%,-2%,-23%,1%
Cc1ccc(C(=O)NCCc2nc3ccccc3[nH]2)cc1[N+](=O)[O-],?,-10%,-1%,9%,-7,0%,-6%,11%,-9%,-1%,27%
O=C(/C=C/c1ccccc1Cl)NCCCn1ccnc1,-4%,-10%,-6%,7%,-5,-2%,0%,-2%[11.5 µM],2%,-13%,21%
CN(c1cccc(Cl)c1)S(=O)(=O)c1cccc(C(=O)NC2=NCCS2)c1,?,-5%,-4%,7%,8,-2%,-11%,4%,0%,16%,2%
CC(NC(=O)c1cc(S(=O)(=O)N(C)C)ccc1N1CCCC1)C1CC2CCC1C2 (stereo not given),-12%,22%,-2%,-25%,9,-3%,-1%,1%,-1%,-23%,0%
CCOc1ccccc1C(=O)OCC(=O)NCC1CCCO1 (stereo not given),10%,.,7%,.,42,3%,0%,.,4%,.,.
CC(=O)c1cc(-c2ccccc2)n(CCC(=O)NC2CCC(C)CC2)c1C (stereo not given),-6%,-9%,2%,-2%,19,1%,-5%,-3%,-9%,-1%,-14%
